# Screening data as filed in PubChem BioAssay.
# LYPLA1 counter = LYPLA1 (human) inhibition in PME1 counter-screen. recombinant LYPLA1, FP-Rh probe fluorescence polarization. inhibition, % at 5.9 µM. 320,000 tested, 0.16% active. AID 2174;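 active = inhibition above the mean of all tested compounds plus 3 SD, set per campaign, cut at about 14% in these data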;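 also: inhibitors block serine hydrolase probe labeling of LYPLA1 so polarization falls; 0% = enzyme with DMSO and 100% = wells lacking LYPLA1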
# Target sequence (O75608 whole entry, looked up): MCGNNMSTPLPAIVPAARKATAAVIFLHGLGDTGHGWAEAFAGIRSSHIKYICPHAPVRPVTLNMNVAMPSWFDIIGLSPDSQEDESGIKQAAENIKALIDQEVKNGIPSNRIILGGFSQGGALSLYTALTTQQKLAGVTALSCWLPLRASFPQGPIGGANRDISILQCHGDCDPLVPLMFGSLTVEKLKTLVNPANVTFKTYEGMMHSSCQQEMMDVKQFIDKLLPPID
# PAD4 inh = PAD4 (human) enzyme inhibition. Q9UM07. recombinant PAD4, RCA probe fluorescence polarization. inhibition, % at 6.36 µM. 330,000 tested, 0.41% active. AID 485272;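 active = percent inhibition above a cutoff equal to the mean of all tested compounds plus 3 SD, cut at about 15% in these data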;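 also: 0% = PAD4 with RCA probe and DMSO and 100% = probe without PAD4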
# pPAFAH inh = pPAFAH (human) enzyme inhibition; inhibition, % at 3.39 µM; AID 463082; recombinant pPAFAH, FP-rhodamine probe fluorescence polarization; 330,000 tested, 1.5% active;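 active = inhibition above the mean inhibition across the screen plus 3 SD, cut at about 25% in these data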;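 also: inhibitors block binding of the rhodamine activity-based probe so polarization drops; 0% = enzyme with DMSO and 100% = wells lacking pPAFAH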
# GSTO1 counter = blocks human GSTO1 in RBBP9 counter-screen. 300,000 tested, 1.1% active. P78417. AID 1974. inhibition, % at 5.96 µM. recombinant GSTO1, activity-based probe fluorescence polarization;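 active = inhibition above the campaign mean inhibition plus 3 SD, cut at about 35% in these data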;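 also: 0% = GSTO1-1 with DMSO and 100% = wells lacking GSTO1-1 enzyme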
# Target sequence (P78417 whole entry, looked up): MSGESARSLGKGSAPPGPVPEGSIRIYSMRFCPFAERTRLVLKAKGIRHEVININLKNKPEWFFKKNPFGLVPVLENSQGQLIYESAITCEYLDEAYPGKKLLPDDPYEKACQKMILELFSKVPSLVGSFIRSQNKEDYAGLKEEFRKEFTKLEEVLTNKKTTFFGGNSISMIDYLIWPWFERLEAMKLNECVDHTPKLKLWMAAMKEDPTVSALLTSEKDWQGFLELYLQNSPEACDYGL
# PAFAH1B2 FP inh = PAFAH1B2 (human) inhibition; inhibition, % at 3.39 µM; P68402; 340,000 tested, 1.2% active; recombinant PAFAH1B2, FP-rhodamine activity probe, fluorescence polarization;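 active = inhibition above the mean of all tested compounds plus 3 SD, cut at about 24% in these data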;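 also: 0% = enzyme with DMSO and 100% = wells lacking PAFAH1B2; many of its hits are not listed in these tables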
# PAFAH1B3 FP inh = inhibitors of human PAFAH1B3 | Q15102 | 340,000 tested, 0.28% active | inhibition, % at 3.39 µM | recombinant PAFAH1B3, FP-rhodamine probe, fluorescence polarization;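 active = inhibition above the screen-wide average of all tested compounds plus 3 SD, cut at about 25% in these data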;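 also: 0% = enzyme with DMSO only and 100% = wells lacking PAFAH1B3 protein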
# Target sequence (Q15102 whole entry, looked up): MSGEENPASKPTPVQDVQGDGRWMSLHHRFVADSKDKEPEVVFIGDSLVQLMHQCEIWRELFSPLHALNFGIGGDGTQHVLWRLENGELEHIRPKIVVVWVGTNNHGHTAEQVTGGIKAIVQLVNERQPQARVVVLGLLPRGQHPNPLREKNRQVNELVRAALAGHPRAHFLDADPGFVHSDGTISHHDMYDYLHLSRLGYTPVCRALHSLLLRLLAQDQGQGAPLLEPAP
# LYPLA2 inh = counter-screen for PME1 inhibitors: inhibitors of human LYPLA2; inhibition, % at 5.9 µM; O95372; recombinant LYPLA2, FP-Rh probe fluorescence polarization; AID 2177; 320,000 tested, 0.38% active;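 active = inhibition above the screen-wide mean plus 3 SD, limit set per campaign, cut at about 26% in these data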;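 also: 0% = LYPLA2 with DMSO and 100% = wells lacking LYPLA2 enzyme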
# Target sequence (O95372 whole entry, looked up): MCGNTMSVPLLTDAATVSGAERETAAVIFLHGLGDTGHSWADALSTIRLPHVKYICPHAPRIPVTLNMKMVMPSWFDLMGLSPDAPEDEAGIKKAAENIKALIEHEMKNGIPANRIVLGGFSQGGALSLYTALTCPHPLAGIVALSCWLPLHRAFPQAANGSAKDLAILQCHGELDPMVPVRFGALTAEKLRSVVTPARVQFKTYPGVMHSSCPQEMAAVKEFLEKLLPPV
# PREPL inh = inhibits the human prolyl oligopeptidase-like enzyme | Q4J6C6 | recombinant PREPL, fluorescence polarization activity-based probe | inhibition, % at 5.96 µM | 320,000 tested, 0.68% active; in the data active = inhibition above about 43%;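 also: 0% = enzyme with DMSO and 100% = wells lacking enzyme; many of its hits are not listed in these tables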
# PAFAH2 inh = PAFAH2 (human) inhibition; Q99487; recombinant PAFAH2, FP-rhodamine activity probe, fluorescence polarization; 340,000 tested, 0.99% active; inhibition, % at 3.39 µM; AID 492956;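 active = inhibition above the mean over all tested compounds plus 3 SD, cut at about 30% in these data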;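 also: inhibitors block probe labeling of enzyme so polarization drops; 0% = enzyme with DMSO and 100% = wells lacking PAFAH2 protein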
# Active calls of the source: *; / = no result given. An excerpt; the hit share may differ from the screen's.
SMILES,LYPLA1 counter,PAD4 inh,pPAFAH inh,GSTO1 counter,PAFAH1B2 FP inh,PAFAH1B3 FP inh,LYPLA2 inh,PREPL inh,PAFAH2 inh
COc1ccc(C2=Nn3c(nnc3-c3ccccn3)SC2)cc1,1,0,-3,0,3,-1,4,4,-1
CCc1nnc(NC(=O)CN2CCN(c3nc(-c4ccccc4)cs3)CC2)s1,-2,2,11,12,0,5,9,16,2
CC(=O)Nc1ccc(NC(=O)CSc2nnc(NC(=O)Cc3ccc(F)cc3)s2)cc1,0,3,1,0,9,-2,3,-1,3
OC(CN1CCN(c2ccccc2F)CC1)c1ccc(F)cc1 (stereo unspecified),2,6,-5,-2,2,7,6,21,0
Cc1c(NC(=O)Nc2ccc(F)cc2F)c(=O)n(-c2ccccc2)n1C,1,-1,0,6,1,6,0,19,-7
CC(=O)Nc1ccc(NC(=O)CSc2nnc(NC(=O)C3CC3)s2)cc1,-3,3,2,5,11,6,-2,2,3
COc1ccc(OC(C)C(=O)Nc2ccc([N+](=O)[O-])cc2)cc1 (stereo unspecified),1,-2,-5,1,-2,7,1,-5,-2
CCOc1ccc2nc(NCCNC(=S)NCCCN(C)C)c(C#N)cc2c1,1,1,1,4,1,-1,6,8,3
C=CCn1c(SCC(=O)NC2CCCCC2)nnc1C(C)NC(=O)c1cccs1 (stereo unspecified),-3,1,-2,2,-4,1,-4,4,-4
O=S(=O)(NCCNS(=O)(=O)c1ccc(F)cc1)c1ccc(F)cc1,3,-2,1,4,4,1,3,-1,1
COc1ccccc1NC(=O)CCNC(=O)Cn1ccc2ccccc2c1=O,0,-6,3,3,5,7,0,2,1
Cn1c(=O)n(C)c2cc(S(=O)(=O)Nc3ccc(F)cc3)ccc21,3,4,11,0,-1,7,4,6,3
CCOC(=O)c1ccc(NC(=O)CSc2nnc(Cc3cccs3)n2C)cc1,-5,-2,1,7,1,-7,1,3,-2
O=C(CCNC(=O)C1CCN(S(=O)(=O)c2ccccc2)CC1)NC1CC1,0,-6,2,2,2,7,0,-2,0
CC(NC(=O)/C(C#N)=C/c1ccc(C(=O)O)cc1)c1ccccc1 (stereo unspecified),-1,1,-2,-2,8,1,4,5,-7
N#CC(C#N)=C1NC2(CCCCC2)Cc2ccccc21,2,-6,1,4,19,6,11,9,4
Cn1nnnc1SCC(=O)c1ccc(Br)s1,-2,-2,5,33,3,6,-2,-11,-2
O=C(Nc1ccccc1-c1nc2ccccc2s1)c1cccnc1,0,2,2,3,1,5,0,0,-1
CC1CCC(NC(=O)Cn2c(=O)oc3ccccc32)CC1 (stereo unspecified),6,1,-1,-1,7,5,9,1,-6
CC(CCc1ccccc1)NC(=O)CN(C)Cc1ccc(F)cc1 (stereo unspecified),3,-1,4,-2,4,15,4,-8,0
CC(C)[C@H](NC(=O)N1c2ccccc2NC(=O)[C@@H]1C(C)C)C(=O)N[C@H](C(=O)O)c1ccccc1,0,-3,-1,-8,2,5,1,9,1
CCOCC(=O)NCc1ccc2c(c1)cc(C)n2C,3,6,8,1,-3,2,2,14,4
CCc1ccc(OCC(=O)OC2CCS(=O)(=O)C2)cc1 (stereo unspecified),3,7,3,2,-1,6,2,1,-2
O=C1OCCC1Sc1nc2ccccc2n1Cc1ccccc1 (stereo unspecified),1,1,5,5,1,7,5,-2,5
Cc1ccc(-n2c(Cl)c(Cl)[nH]c(=O)c2=O)cc1,-2,-7,4,-4,4,2,3,-13,-4

# 4 compounds already listed, sorted by SMILES length, rising.
SMILES,LYPLA1 counter,PAD4 inh,pPAFAH inh,GSTO1 counter,PAFAH1B2 FP inh,PAFAH1B3 FP inh,LYPLA2 inh,PREPL inh,PAFAH2 inh
CC1CCC(NC(=O)Cn2c(=O)oc3ccccc32)CC1 (stereo unspecified),6,1,-1,-1,7,5,9,1,-6
CC(CCc1ccccc1)NC(=O)CN(C)Cc1ccc(F)cc1 (stereo unspecified),3,-1,4,-2,4,15,4,-8,0
COc1ccccc1NC(=O)CCNC(=O)Cn1ccc2ccccc2c1=O,0,-6,3,3,5,7,0,2,1
CC(NC(=O)/C(C#N)=C/c1ccc(C(=O)O)cc1)c1ccccc1 (stereo unspecified),-1,1,-2,-2,8,1,4,5,-7

# Next records.
SMILES,LYPLA1 counter,PAD4 inh,pPAFAH inh,GSTO1 counter,PAFAH1B2 FP inh,PAFAH1B3 FP inh,LYPLA2 inh,PREPL inh,PAFAH2 inh
O=C(CN1C(=O)S/C(=C\C=C\c2ccccc2)C1=O)Nc1ccccc1C(=O)O,0,2,1,-30,-5,-6,-2,-15,2
Cc1cccc(OCCNC(=O)CCc2ccccc2)c1,2,0,2,1,/,/,4,-4,/
CC(c1ccccc1)N1CC(C(=O)N2CCCC(C(N)=O)C2)CC1=O (stereo unspecified),-2,-1,-2,/,6,-2,-2,1,0
Cc1nnc(SCC(=O)Nc2ccc(N(C)C)cc2)n(N)c1=O,4,-2,5,14,0,8,3,-1,-1
Cn1c(=O)c(C(N)=S)cn(-c2ccccc2)c1=O,2,-6,11,3,0,2,7,-4,-1
COc1ccc(-n2c(C)cc(/C=C(\C#N)C(=O)NCc3ccco3)c2C)cc1,-9,2,16,0,3,-4,-7,15,-1
Cc1ccc(-c2nnc(N(C)C(=O)c3ccccn3)s2)cn1,1,-1,-4,-1,1,0,-4,4,4
CC[C@@]1(C(=O)OC)N[C@H](CN(C)S(=O)(=O)c2ccc(C(F)(F)F)cc2)[C@@H]2C(=O)N(C)C(=O)[C@@H]21,/,-8,-3,/,5,5,/,9,5
Cc1c(C2=CCN(S(=O)(=O)c3ccc(Cl)cc3)CC2)c2ccccc2n1C,-19,-48,-11,1,-3,-9,-28,-15,-26
O=C1NC2=C(C(=O)c3ccccc32)C(c2ccccc2)N1 (stereo unspecified),-2,-5,5,-1,4,-4,3,-1,4
COC(=O)c1cc(=O)nc2sccn12,2,-2,3,10,0,-5,6,-2,9
Cc1cc(C)c(N)c(C(=O)O)c1,6,3,-1,-6,-1,1,3,17,0
CC(=O)Nc1ccc(NC(=O)C(C)Sc2n[nH]c(-c3cccs3)n2)cc1 (stereo unspecified),-2,0,-1,/,4,10,-4,11,-9
COc1ccc(-c2[nH]ncc2CN(CC2CCC(=O)N2)C(C)C)cc1F (stereo unspecified),-1,-4,2,-3,7,5,3,16,-5
CCCc1nnc(NC(=O)NCCN2C(=O)C3C4C=CC(C4)C3C2=O)s1 (stereo unspecified),2,2,-1,1,2,-2,-1,-1,-5
CCOC(=O)c1cc2c(=O)n3ccccc3nc2n(Cc2ccco2)c1=NC(=O)c1cccnc1,0,2,3,11,0,3,-1,22,11
Cn1c(COc2ccc(Cl)cc2)nnc1SCc1ncc(-c2ccccc2)o1,0,-11,-4,-5,36*,12,-4,-23,14
COC(=O)/C(C#N)=C/c1c(N2CCN(c3cccc(Cl)c3)CC2)nc2c(C)cccn2c1=O,-18,-3,3,-13,1,9,-33,14,-4
CC(C(=O)OCC(=O)c1ccc(F)cc1)N1C(=O)C2C3C=CC(C3)C2C1=O (stereo unspecified),-1,-5,3,4,4,1,3,-4,-3
Cc1cc(C)cc(C(=O)OCC(=O)N2CCCC2)c1,2,-3,0,4,10,1,-4,7,10
Cc1nnc(NC(=O)C2CCN(c3nnnn3-c3ccccc3)CC2)s1,4,5,3,1,4,-1,3,6,-9
CCOC(=O)c1ccccc1OC(=O)CS(=O)c1ccccc1[N+](=O)[O-] (stereo unspecified),0,12,0,3,4,1,0,18,0
Cc1cccc(NC(=O)C2CCCN(S(=O)(=O)c3ccc4c(c3)oc(=O)n4C)C2)c1 (stereo unspecified),-1,4,0,4,1,4,-3,-5,-4
Cc1ccc(Cn2ccc(NC(=O)CCSc3nc(-c4ccco4)cc(C(F)(F)F)n3)n2)cc1,-10,2,-3,-2,1,6,-17,-14,-14
COC(=O)c1ccccc1S(=O)(=O)N1CCC(c2nc3ccccc3o2)CC1,1,-4,4,-4,0,-12,2,-17,-4

# The list goes on.
SMILES,LYPLA1 counter,PAD4 inh,pPAFAH inh,GSTO1 counter,PAFAH1B2 FP inh,PAFAH1B3 FP inh,LYPLA2 inh,PREPL inh,PAFAH2 inh
Cc1c(C(=O)Nc2ccc(-n3cnnn3)cc2)oc2ccccc12,-16,-14,-12,-16,-16,-18,-33,-7,-20
COc1ccc(CCn2c(-c3ccc(F)cc3)nc3c(c(=O)c4ccccc4n3C)c2=O)cc1OC,-1,4,-1,-2,/,/,-1,7,/
CC1(C)SC2c3ccccc3C(=O)N2[C@@H]1C(=O)NC1CCCC1 (stereo partly specified),2,6,2,7,4,4,10,-3,8
C=CCN(CC=C)C(=O)CN1C(=O)NC(c2ccccc2)(c2ccccc2)C1=O,2,-2,4,3,-4,7,1,-4,-16
CCn1c(SCC(=O)Nc2nncs2)nnc1C(C)NC(=O)c1ccccc1Br (stereo unspecified),4,-4,0,2,4,4,2,11,14
CCOC(=O)C1=C(C)NC(=O)NC1c1ccc(OCC(=O)N2CCCCC2)cc1 (stereo unspecified),3,1,0,3,-5,0,7,-2,2
C[C@H](NC(=O)Nc1ccccc1F)C(=O)O,-5,-3,-12,4,-2,6,-3,11,7
N#CCCn1cc(/C=C2\NC(=S)N(c3ccccc3)C2=O)c(-c2ccc(F)cc2)n1,-3,1,5,-2,2,1,-6,-1,2
Cc1ccc(S(=O)(=O)N2CCN(Cc3ccsc3)CC2)cc1,-1,-3,1,1,1,3,8,0,4
COc1cc(C(=O)Nc2ccc(S(=O)(=O)N(C)c3ccccc3)cc2)cc(OC)c1OC,-26,-5,-22,-18,-6,-5,-40,5,-17
O=C(Cc1csc(Nc2nc(=S)[nH]c3ccccc23)n1)N1CCN(c2cccc(C(F)(F)F)c2)CC1,-2,-4,1,11,-3,1,-2,-1,-3
O=C(Cc1ccccc1)N1CCN(c2ncccn2)CC1,2,2,-2,-7,8,3,-5,0,1
Cc1ccc(C(=O)NCc2ccccn2)cc1S(=O)(=O)N1CCOCC1,1,-4,-3,/,9,5,0,9,3
CC(Oc1ccccc1)C(=O)N=Nc1c(O)[nH]c2ccc(Br)cc12 (stereo unspecified),-6,0,5,3,9,-1,-4,8,-3
Cc1cc(C)n(-c2cccc(CN3CCC(CO)(Cc4ccccc4)CC3)c2)n1,5,-1,-6,5,3,5,4,18,10
COc1ccc(-n2cnc3c(sc4nc(N5CCOCC5)c5c(c43)CCCC5)c2=O)cc1,-1,1,3,-3,1,7,1,3,-3
COCCN1C(=O)C(O)=C(C(C)=O)C1c1ccc(F)cc1 (stereo unspecified),0,1,1,7,0,8,6,8,-2
Cc1ccc2cc(C)c3nnc(SCC(=O)Nc4nc5c(s4)CCCC5)n3c2c1C,1,-1,-5,0,4,10,4,13,7
N#Cc1ccccc1OCC(=O)Nc1cccc(S(=O)(=O)N2CCCC2)c1,1,0,1,/,-2,3,-1,-1,-9
O=C(c1ccccc1F)N1CCN(Cc2ccccc2F)CC1,-1,-10,4,0,0,2,4,0,-2
CC1CCCC(NC(=O)COC(=O)[C@@H]2CC(O)CN2S(=O)(=O)c2ccc3c(c2)OCCO3)C1C (stereo partly specified),0,-2,-4,3,0,-2,-8,1,9
CCCCNC(=O)N1CCOCCOCCN(C(=O)NCCCC)CCOCC1,0,3,-1,1,2,0,0,-7,8
COc1ccc(NC(=O)c2ccccc2C)c(OC)c1,1,-2,1,-5,2,0,2,8,6
CCCCNC(=O)Nc1ccc2c(c1)N(C)C(=O)c1ccccc1S2,-9,-1,-7,7,-5,4,-14,2,-5
CCOc1ccccc1N(CC(=O)NCc1ccc(OC)cc1)S(C)(=O)=O,-1,-3,0,-3,-3,6,-2,1,0
Cc1ccc(-c2nnn(CC(=O)N(CC(=O)NCC3CCCO3)c3ccccc3)n2)o1 (stereo unspecified),1,2,8,1,3,0,-17,5,2
